Tb PFK inh – inhibitors of T. brucei phosphofructokinase; O15648; T. brucei PFK, ADP-Glo luminescence; Potency, µM (doses to about 57.5 µM), without a hit: at the highest dose activity, negative = inhibition, actives largely listed as inhibitors; actives 0.17% (n = 330,000); AID 485367;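 note: potency is the fitted concentration of half-maximal effect; 0% = uninhibited 1x PFK enzyme wells and -100% = no-enzyme wells; nearly all actives have a fitted effect of over 60% in size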
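1.25 nM PFK with 0.5 mM F6P and 0.1 mM ATP in 0.1 M TEA pH 8.0, 5 mM MgCl2, incubated 45 min at room temperature; ADP measured by ADP-Glo luminescence; compounds titrated up to 57 uM.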
USP2a block – inhibitors of human ubiquitin-specific protease USP2a; O75604; USP2 core, Ub-CHOP2 coupled fluorogenic reporter, 485/531; Potency, µM (top dose mostly 38.3 µM), without a hit: at the highest dose activity change, negative = inhibition, usual class: inhibitors; actives 0.01% (n = 330,000); AID 463254;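 note: potency is the fitted concentration of half-maximal effect; plate controls were DMSO wells for no effect and full inhibition by NEM control for full effect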
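USP2 core (10nM final) preincubated 30min RT with compound in 20mM Tris-HCl pH 8.0, 2mM CaCl2, 2mM beta-mercaptoethanol, 0.05% CHAPS; 25nM Ub-CHOP2 plus 25nM reporter substrate added, fluorescence (Ex485/Em531) read after 60min.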
TSG101-PTAP inh – blocks PTAP/TSG101 interaction to inhibit HIV-1 budding; Fluorescence polarization, FITC-PTAP peptide / Tsg101 binding; Potency, µM (series often up to 115 µM), for inactives: top-dose activity change, negative = inhibition, most hits filed as inhibitors; 340,000 tested, under 10 active; AID 493005; active = well fitted inhibition curve with a large enough effect in the main read-out, with a control signal flat, not every such curve was filed as active; inconclusive = small, poorly fitted or top-dose-only effect, or effect the other way, or a change in a side signal; inactive = no such curve, though single readings can be large or run the other way; note: potency is the fitted concentration of half-maximal effect; % of control where 0% means no effect
Target sequence (Q99816 whole entry, looked up): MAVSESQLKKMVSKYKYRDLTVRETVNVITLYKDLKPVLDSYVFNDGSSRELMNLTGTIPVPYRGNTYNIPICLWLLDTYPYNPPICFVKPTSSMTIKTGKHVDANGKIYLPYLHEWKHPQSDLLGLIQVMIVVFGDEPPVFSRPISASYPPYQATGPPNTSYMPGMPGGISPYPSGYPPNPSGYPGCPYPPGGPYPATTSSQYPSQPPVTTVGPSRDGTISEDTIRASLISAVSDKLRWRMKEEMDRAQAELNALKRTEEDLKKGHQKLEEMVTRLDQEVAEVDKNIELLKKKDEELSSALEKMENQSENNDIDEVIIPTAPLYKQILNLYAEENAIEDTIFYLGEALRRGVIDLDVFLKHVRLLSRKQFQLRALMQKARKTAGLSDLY
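Fluorescence polarization binding of Tsg101 binding domain (10 uM final) to FITC-labeled PTAP peptide (50 nM final) in HEPES pH 7.5 buffer with NaCl, Tween 20, EDTA, TCEP. Compounds added before peptide; binding 20 min at RT.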
Chronic BCR inh – chronic active BCR signaling inhibition | ABC-DLBCL IkBa-CBG/CBR reporter, luminescence ratio, 4 h | Potency, µM (doses to about 46.1 µM), without a hit: top-dose ratio change, negative = lower green/red ratio, most hits filed as inhibitors | actives 0.05% (n = 340,000) | AID 493014; active = well fitted inhibition curve with a large enough effect in the signal ratio, with a control signal flat, not every such curve was filed as active; inconclusive = small, poorly fitted or top-dose-only effect, or effect the other way, or a change in a side signal; the % refers to the signal ratio;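 note: potency is the fitted concentration of half-maximal effect; plate controls were basal doxycycline-induced cells for no effect and cells given 10 µM MG132 for full effect; MG132 reads +100%, hits lower the ratio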
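TMD8 ABC-DLBCL cells carrying doxycycline-inducible green luciferase fused to IkappaBalpha plus unfused red luciferase were exposed to compounds (up to 46 uM) for 4 hrs at 37C. Activity came from the overlap-corrected green/red luminescence ratio.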
uPA generation – cell surface uPA generation inhibition | cell surface uPA generation assay, qHTS | Potency, µM (top dose mostly 38.3 µM), for the others: at the top dose activity change, negative = inhibition, usual class: inhibitors | actives 0.31% (n = 330,000); active = well fitted inhibition curve with a large enough effect; inconclusive = small, poorly fitted or top-dose-only effect; inactive = no such curve, though single readings can be large or run the other way; tested in mouse RAW 264.7 cells; note: potency is the fitted concentration of half-maximal effect; % is set by controls: 0 for no effect and ±100 for the full control effect; nearly all actives have a fitted effect of over 55% in size
TSHR antag – blocks TSH signaling through the human TSH receptor; P16473; TSHR-expressing cells, TSH-stimulated cAMP HTRF, 2 h; stronger effect = lower value; activity change, negative = inhibition, % at 11.5 µM; actives 0.2% (n = 330,000); AID 504810;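 active = activity change below a set negative limit, meaning inhibition stronger than a set level, cut at about -70% in these data; inconclusive = activity change between two set negative limits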; note: % is set by controls: 0 for no effect and ±100 for the full control effect
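Read-out is FRET at 665 nm (cryptate excitation 337 nm) from a cryptate-tagged anti-cAMP antibody, competed by cell cAMP against cAMP-d2. Compounds are tested on freshly harvested TSHR cells challenged with 4nM TSH (EC80) for 2 hours at 37 deg C.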
ELG1 repair inh – blocks ELG1-dependent DNA repair in HEK293T cells | HEK293T ELG1-luciferase reporter, luminescence, 16 h; DNA damage induced by 5-fluorouridine | Potency, µM (highest dose often 46.1 µM), inactives show at the highest dose activity change, negative = inhibition, actives largely listed as inhibitors | actives 2.3% (n = 330,000); note: potency is the fitted concentration of half-maximal effect; % is set by controls: 0 for no effect and ±100 for the full control effect; nearly all actives have a fitted effect of over 55% in size
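5-Fluorouridine DNA damage + compound/DMSO, 2,000 cells/well, 16 h, 37 °C/5% CO2. ONE-Glo, 30 min RT, luminescence. Readout = decrease in reporter signal.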
Eya2 phos inh – Eya2 (human) phosphatase inhibition. O00167. recombinant Eya2, OMFP fluorescence dephosphorylation (OMFP is methylfluorescein phosphate). Potency, µM (top dose mostly 76.9 µM), without a hit: top-dose activity, negative = inhibition, hits mostly inhibitors. actives 0.006% (n = 330,000); note: potency is the fitted concentration of half-maximal effect; % is set by controls: 0 for no effect and ±100 for the full control effect
Target sequence (O00167 whole entry, looked up): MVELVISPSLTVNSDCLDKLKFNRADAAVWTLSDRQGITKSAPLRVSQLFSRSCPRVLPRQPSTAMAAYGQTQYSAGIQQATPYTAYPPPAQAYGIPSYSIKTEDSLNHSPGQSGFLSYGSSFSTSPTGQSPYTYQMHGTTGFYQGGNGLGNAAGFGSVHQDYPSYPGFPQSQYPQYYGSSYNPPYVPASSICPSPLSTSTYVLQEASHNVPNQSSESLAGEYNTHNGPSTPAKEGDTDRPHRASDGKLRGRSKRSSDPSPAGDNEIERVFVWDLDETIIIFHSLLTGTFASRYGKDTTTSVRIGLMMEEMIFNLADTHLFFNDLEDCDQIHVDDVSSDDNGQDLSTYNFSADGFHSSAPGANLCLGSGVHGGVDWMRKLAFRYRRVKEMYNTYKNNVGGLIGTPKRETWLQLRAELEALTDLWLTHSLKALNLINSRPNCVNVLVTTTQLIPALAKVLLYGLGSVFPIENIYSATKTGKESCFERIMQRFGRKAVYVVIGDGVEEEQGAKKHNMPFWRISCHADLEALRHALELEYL
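Eya2 protein (added as 0.2 uM solution) was preincubated with compound for 10 min at ambient temperature in 50 mM HEPES pH 7.5, 50 mM NaCl, 5 uM MgCl2, 0.05% BSA, 1 mM DTT. OMFP (added at 50 uM) then reacted 10 min; fluorescence read at 485/525 nm.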
TCR activator – T cell receptor activation | primary human leukocytes, anti-CD3, IL-2 HTRF, 48 h | Potency, µM (titrated, usually from 9.22 µM), without a hit: at the top dose activation of IL-2 secretion, usual class: activators | 330,000 tested, under 10 active; note: % of control where 0% means no effect
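TCR engagement came from a-CD3 beads alone, with compounds added to primary human leukocytes for 48 hr. Secreted IL-2 bridged europium cryptate- and d2-labelled anti-IL-2 antibodies, giving FRET emission at 665nm after 320nm excitation.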
Mito fusion act – mitochondrial division inhibition or fusion activation; S. cerevisiae fusion-defective mutant growth rescue, CellTiterGlo 48 h; Potency, µM (top dose mostly 46.1 µM), inactives show top-dose growth rescue (activation), hits mostly activators; actives 0.23% (n = 320,000); AID 485298;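 note: potency is the fitted concentration of half-maximal effect; % of control where 0% means no effect; nearly all actives have a fitted effect of over 45% in size; temperature-sensitive fusion mutants such as fzo1-1 at 37 °C on non-fermentable ethanol glycerol medium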
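Yeast fusion mutant, YPEG (non-fermentable carbon), compound, 48 h at 37C non-permissive; CellTiterGlo added, 10 min RT, luminescence read. Rescued growth = division inhibition.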
B2AR arrestin – recruits beta-arrestin to the human beta2-adrenergic receptor; Potency, µM (top dose mostly 46.1 µM), inactives show at the top dose activation, usual class: activators; actives 0.02% (n = 330,000); beta-arrestin recruitment to beta2AR, cell-based reporter;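 note: potency is the fitted concentration of half-maximal effect; 0% = DMSO controls and full agonism = EC100 isoproterenol or metaproterenol; nearly all actives have a fitted effect of over 65% in size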
An asterisk follows results filed as active; ? = inconclusive; / = no result given; [ ] = another dose, or the depositor's remark. Unless noted, calls come from the whole dose curve; as a rule, active = well fitted curve in the direction sought with a large enough effect; inconclusive = small, poorly fitted or top-dose-only effect, or another doubt; inactive = no such curve, though single readings can be large; an effect the other way counts as inactive or inconclusive.

compound,Tb PFK inh,USP2a block,TSG101-PTAP inh,Chronic BCR inh,uPA generation,TSHR antag,ELG1 repair inh,Eya2 phos inh,TCR activator,Mito fusion act,B2AR arrestin
CCN1CCN(c2nc(Nc3ccc(OC)cc3)nc(N)c2[N+](=O)[O-])CC1,8%,0%,-2%,?,-4%,5,2%,-1%,-2%,-4%,-0.3%
O=C(COc1ccccc1)Nc1cc(S(=O)(=O)N2CCOCC2)ccc1N1CCCC1,3%,0%,0%,?,3%,-9,-1%,15%,4%,1%,-1.7%
CC(C)NC(=O)COc1ccc(/C=N/NS(=O)(=O)c2ccccc2)cc1,0%,-1%,0%,-2%,6%,1,-3%,-6%,2%,-1%,0.0%
CCC(=O)NC(c1ccc(C)cc1)c1ccc2cccnc2c1O (stereo unspecified),0%,-4%,0%,?,-14%,-19,?,?,2%,9%,11%
CCCc1ccc(C(=O)[C@@H]2[C@@H](C(C)=O)N3c4ccc(F)cc4C=C[C@@H]3[C@@]23C(=O)Nc2ccccc23)cc1,-2%,7%,-2%,?,-6%,-3,-7%,6%,-3%,-4%,-0.1%
Cc1nn(C(=O)c2ccco2)c(C)c1Br,-2%,2%,1%,-11%,4%,1,-7%,-31%,4%,-4%,-0.1%
COc1ccc(CNC(=O)C[C@H]2C[C@H](C(=O)N(C(C)C)C(C)C)[C@@]3(C)c4[nH]c5cc(CCC(=O)N(C)C)ccc5c4CCN3C2=O)cc1OC,1%,3%,-3%,?,0%,-8,11%,6%,-9%[46.1 µM],/,-0.2%
COCCCNC(=S)N1CCN(C(c2ccccc2)c2ccccc2)CC1,-6%,2%,/,-2%,-22%,14,2%,-5%,10%,4%,-0.3%
CCOC(=O)NC(=O)CSc1nc(C)cc(C)c1C#N,-1%,0%,-3%,-2%,-12%,-1,?,4%,6%,-5%,-0.5%
O=C(Nc1ccc(Cl)cc1)c1cnc(-c2ccccc2)nc1-c1ccccc1,7%[0.46 µM],1%,-1%,4%,2%,-13,-7%,4%,1%,-4%,0.1%
CC1(C)C(=O)OC(C(=O)c2ccc(C(C)(C)C)cc2)C(C)(C)C1=O (stereo unspecified),3%,1%,-2%,?,7%,-9,8%,6%,1%,9%,0.1%
CCC(C)NC(=O)c1cn(-c2cccc(C)n2)cn1 (stereo unspecified),-2%,2%,-9%,?,-4%,4,?,-1%,3%,1%,-1.1%
O=[N+]([O-])c1cccc2c(Cl)ccnc12,-2%,2%,-1%,3%,-4%,-12,0%,2%,-4%,-5%,0.1%
CCOC(=O)N1CCN(C(=O)c2ccc(CS(=O)Cc3ccc(C)cc3)o2)CC1 (stereo unspecified),5%,5%,-4%,2%,5%,10,2%,2%,4%,-1%,-0.4%
O=C1CCCN1CC(=O)N1CCCC(N2CCN(c3cccc(Cl)c3)CC2)C1 (stereo unspecified),-4%,0%,/,1%,-6%,11,23%,-8%,-2%,3%,-1.1%
COc1ccc(Cl)cc1NC(=O)CCc1nnc2ccc(N3CCC4(CC3)OCCO4)nn12,-8%,0%,-1%,1%,-2%,20,23%,-11%,-6%,-24%,0.3%
Cc1ccc(C2(CCNCc3ccco3)CCOC(C(C)C)C2)cc1 (stereo unspecified),1%,0%,2%,0%,-5%,2,3%,?,1%,-5%,-0.4%
COc1ccc(C(=O)N/C(=C\c2cn(C)c3ccccc23)C(=O)NCCN2CCOCC2)cc1OC,-2%,2%,4%,-11%,4%,14,0%,3%,-1%,4%,-0.1%
Cc1c(NC(=O)COc2ncnc3c(Cl)cc(Cl)cc23)c(=O)n(-c2ccccc2)n1C,-1%,-1%,-7%,2%,7%,6,2%,-5%,-2%,4%,-0.7%
COc1ccccc1C(=O)Nc1onc(C)c1C#N,0%,4%,-4%,2%,1%,0,-1%,-3%,-2%,-2%,0.0%
CCC(CC)C(=O)NCCc1ccc(F)cc1,0%,2%,-6%,4%,2%,-3,2%,11%,2%,1%,-0.6%
C#CCOCCOCCOCCNc1nc(N2CCN(C(=O)[C@H]([C@@H](C)O)n3cc(CCCCN)nn3)CC2)nc(N2CCN(C(=O)[C@H](Cc3ccc(O)cc3)n3cc(CCO)nn3)CC2)n1,1%,2%,-3%,1%,-3%,10,15%,9%,0%,5%,0.0%
Cc1ccc(NCc2nnc(SCC(=O)NCc3ccco3)n2CC2CCCO2)cc1Cl (stereo unspecified),2%,0%,-2%,-2%,2%,7,-12%,0%,-6%,-1%,-0.2%
COc1ccccc1-c1nnc2n1N=C(c1ccc(O)c(O)c1)CS2,8%,0%,0%,?,-11%,-1,-1%,7%,6%,5%,-0.5%
Cc1ccccc1CNS(=O)(=O)c1ccccc1[N+](=O)[O-],-2%,-2%,-3%,6%,-4%,2,3%,-7%,-2%,-1%,-1.3%
Cc1nc(NCc2ccco2)c2c(C)c(C)sc2n1,-3%,1%,-5%,?,/,-14,9.2µM*,-2%,/,0%,-0.1%
COc1ccc(S(=O)(=O)Cc2ccc(C(=O)NC3CCCCC3)o2)cc1,1%,2%,-1%,1%,-10%,1,1%,-7%,-1%,-1%,0.2%
CC1CCCCC1NC(=O)CN1CCN(Cc2ccccc2Cl)C1=O (stereo unspecified),1%,2%,-3%,1%,2%,2,7%,7%,1%,4%,8.8%
COc1ccc2cc(C(=O)Nc3c(C)n(C)n(-c4ccccc4)c3=O)sc(=O)c2c1OC,1%,5%,-3%,14%,-8%,8,11%,-6%,-5%,-1%,-0.8%
Cc1cccc(OCC(=O)Nc2cccc(C(=O)Nc3ccccc3C(=O)O)c2)c1,2%,2%,-1%,?,-5%,-6,11%,2%,-9%[46.1 µM],3%,-0.3%
COc1ccc(-c2noc(N3CCCC(C(=O)Nc4ccc(F)cc4F)C3)n2)cc1 (stereo unspecified),-3%,1%,-3%,7%,8%,-6,-4%,-22%,-18%,4%,0.4%
CCCCN=C1NN=C(c2cccc([N+](=O)[O-])c2)CS1,-5%,-4%,-1%,-2%,-1%,2,?,-10%,6%,2%,-0.1%
CCCCOc1ccc(C(=O)NCCC(=O)NCCCC(=O)OCC)cc1,-3%,2%,-3%,-8%,11%,-1,-2%,0%,-4%,-1%,-0.1%
COc1cccc(N2C(=O)Nc3ccc(Br)cc3C2(O)C(=O)NCCN(C)C)c1 (stereo unspecified),-4%,3%,1%,3%,5%,23,0%,0%,2%,8%,-0.3%
CC(c1ccccc1)c1nnc(N)s1 (stereo unspecified),-5%,0%,-2%,-1%,7%,6,3%,-18%,14%,-8%,0.0%
O=C(NNC(=O)c1cc(Br)ccc1Cl)c1csc(N2CCOCC2)n1,1%,2%,-2%,-5%,2%,2,2%,-15%,-2%,2%,-0.4%
CN(C(=O)c1cccnc1)c1nnc(-c2cccnc2)s1,-1%,0%,-1%,0%,5%,-7,19%,1%,4%,-3%,0.4%
Cn1nnc(NC(=O)c2cccc([N+](=O)[O-])c2)n1,-4%,0%,0%,-1%,-8%,3,0%,-6%,-5%,-1%,2.4%
O=C(N1CCOCC1)N(CCN1CCOCC1)Cc1cccc2ccccc12,4%,3%,-2%,5%,3%,-6,-2%,1%,8%,/,-0.2%
O=C(CSc1nnc(-c2ccco2)c(-c2ccco2)n1)c1ccccc1,1%,0%,-6%,?,2%,14,4%,5%,8%,7%,0.1%
O=C(COC(=O)COc1cccc(Br)c1)Nc1c(Cl)cccc1Cl,-3%,3%,-1%,3%,-8%,2,13%,1%,1%[46.1 µM],0%,-0.3%
COc1ccc(C2(C)NC(=O)N(CC(=O)NCCC3=CCCCC3)C2=O)cc1OC (stereo unspecified),3%,6%,0%,-22%,2%,1,-7%,-18%,1%,-3%,0.0%
